rCAG RNA binder – molecules binding r(CAG) RNA repeats | r(CAG) RNA repeat, TO-PRO-1 dye displacement fluorescence | 370,000 tested, 1.3% active | inhibition, % at 3 µM;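 active means inhibition above the plate cutoff, the mean of all test compounds on that plate plus 3 SD, cut at about 35% in these data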;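 further: 0% = DMSO alone and 100% = 100 µM mitoxantrone as full dye displacement; higher means more dye released from RNA so lower well fluorescence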
mABHD4 FP – ABHD4 (mouse) inhibition, primary FP screen. Q8VD66. AID 720543. purified mABHD4, FP-Rh probe fluorescence polarization. inhibition, % at 8.92 µM. 370,000 tested, 0.54% active;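 active means inhibition exceeding the mean over every tested compound plus 3 SD, cut at about 30% in these data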;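 further: 0% = plate median of compound wells and 100% = S159A mutant with DMSO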
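Assay system: wild-type mouse ABHD4 protein; compound: single nominal dose of 8.92 µM, 0.89% DMSO final; schedule: 45 min + 60 min at 25 °C; measured by: FP readout, ex 525 nm / em 598 nm; evaluation: % inhibition of FP-Rh probe binding versus controls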
PG9 Ab binder – small molecules binding HIV-1 gp120 antibody PG9. inhibition, % at 6.7 µM. TR-FRET gp120-PG9 antibody binding. 360,000 tested, 0.43% active; in the data active means inhibition above about 8.5%
GC-A act – GC-A (human) enzyme activation; HEK293 GC-A cells, cGMP TR-FRET, EC30 ANP; 0% at EC30 ANP, 100% saturating ANP; 370,000 tested, 0.14% active; AID 1671463; activation, % at 10 µM; in the data active means activation above about 40%
Target sequence (P16066 whole entry, looked up): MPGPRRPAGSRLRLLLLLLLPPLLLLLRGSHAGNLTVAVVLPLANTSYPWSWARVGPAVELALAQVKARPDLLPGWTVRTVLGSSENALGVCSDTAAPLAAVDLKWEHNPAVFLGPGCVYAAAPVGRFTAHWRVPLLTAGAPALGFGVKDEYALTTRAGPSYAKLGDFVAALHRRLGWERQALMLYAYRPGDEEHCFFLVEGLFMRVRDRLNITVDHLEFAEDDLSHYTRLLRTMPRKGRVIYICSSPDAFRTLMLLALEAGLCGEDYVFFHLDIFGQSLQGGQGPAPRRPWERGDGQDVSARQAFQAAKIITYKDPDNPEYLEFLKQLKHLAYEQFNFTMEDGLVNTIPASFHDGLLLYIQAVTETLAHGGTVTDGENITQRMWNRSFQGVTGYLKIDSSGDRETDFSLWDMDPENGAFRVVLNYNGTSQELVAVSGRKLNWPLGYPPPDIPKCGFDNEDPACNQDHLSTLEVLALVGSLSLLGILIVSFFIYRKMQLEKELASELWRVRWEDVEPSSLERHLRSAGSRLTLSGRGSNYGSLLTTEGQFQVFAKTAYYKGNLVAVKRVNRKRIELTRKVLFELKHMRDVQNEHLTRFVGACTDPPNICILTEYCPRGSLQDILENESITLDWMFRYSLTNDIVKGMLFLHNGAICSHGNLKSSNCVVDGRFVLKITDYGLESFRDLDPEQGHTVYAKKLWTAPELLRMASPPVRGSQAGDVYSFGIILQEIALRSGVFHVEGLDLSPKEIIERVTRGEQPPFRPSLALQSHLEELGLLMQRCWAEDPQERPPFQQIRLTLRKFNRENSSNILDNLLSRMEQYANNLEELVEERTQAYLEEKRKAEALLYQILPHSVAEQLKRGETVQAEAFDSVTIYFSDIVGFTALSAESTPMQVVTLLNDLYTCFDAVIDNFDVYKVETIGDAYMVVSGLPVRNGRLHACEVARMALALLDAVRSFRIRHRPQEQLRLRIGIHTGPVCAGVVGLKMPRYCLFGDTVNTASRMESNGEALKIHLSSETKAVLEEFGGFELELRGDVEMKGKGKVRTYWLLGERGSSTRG
ARFGAP1 inhibitor – inhibits rat ARF GTPase activating protein 1; 360,000 tested, 0.26% active; Q62848; inhibition, % at 16.5 µM; Arfgap1-stimulated ARF1 GTP hydrolysis, GDP FP detection;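 active means inhibition above a per-plate limit, mean inhibition of low control wells plus 3 SD, cut at about 25% in these data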;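 further: 0% = DMSO wells with enzyme and 100% = wells lacking Arfgap1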
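Material – truncated rat Arfgap1 GAP domain · Buffer or medium – HEPES-based buffer, pH 7.5 · Reagent – human ARF1(Δ1-17)-GTP substrate · Dosing – 16.5 µM single point, 1.26% DMSO · Schedule – GTP hydrolysis reaction 2 h at 25 °C · Technique – GDP detection by fluorescence polarization · Benchmarks – No-Arfgap1 wells (100%) versus DMSO full-reaction wells (0%) · Repeats – single replicate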
ASAP1 GAP inh – ASAP1 ArfGAP inhibition; Q9ULH1; ASAP1-stimulated ARF1 GTP hydrolysis, GDP FP detection; inhibition, % at 16.5 µM; 360,000 tested, 0.19% active; in the data active means inhibition above about 25%;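 further: 0% = vehicle with enzyme and substrate and 100% = no enzyme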
NR1D1 modulator – Rev-erb alpha (human) modulation. 370,000 tested, 0.79% active. P20393. Rev-erbα–FITC-DNA binding, fluorescence polarization, 90 min. activity, % at 10 µM;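 active means activity above about 14%, limit read from the data; passing the limit was not always enough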;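 further: 0% = DMSO wells with 35 nM protein and 100% = DMSO wells with 750 nM protein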
SMARCA2 activ – activators of SMARCA2 function | MG213 cells, MMTV-luciferase reporter, dexamethasone, overnight | activation, % at 9.1 µM | 370,000 tested, 1% active | AID 652017; in the data active means activation above about 7.8%;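 further: 0% = vehicle wells and 100% = reference activator wells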
HTRA1 inhibitor – inhibitors of human serine peptidase HTRA1. recombinant HTRA1, FP-rhodamine activity-based probe, fluorescence polarization. inhibition, % at 5.96 µM. 340,000 tested, 0.5% active. AID 504803; in the data active means inhibition above about 36%;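 further: 0% = enzyme with DMSO and 100% = wells lacking enzyme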
NPR2 activator – GC-B (human) receptor activation; AID 1920062; P20594; 370,000 tested, 0.11% active; HEK293-GC-B cells, CNP EC30, cGMP TR-FRET; 0% at EC30 CNP, 100% saturating CNP; activation, % at 10 µM;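 active means activation at 10 µM reaching about 35% in either raw or pattern-adjusted values, limit read from the data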
* hit, by the source's call; . = not tested or not shown.

SMILES	rCAG RNA binder	mABHD4 FP	PG9 Ab binder	GC-A act	ARFGAP1 inhibitor	ASAP1 GAP inh	NR1D1 modulator	SMARCA2 activ	HTRA1 inhibitor	NPR2 activator
Cc1ccc(C(C(=O)NC(C)(C)C)N(C(=O)c2csnn2)C2CC2)cc1 (configuration not stated)	-6	6	3.9	-12	-5	-4	-4	-1	2	-16
CC(C)CCNC(=O)NC(=O)CN1C(=O)NC2(CCCCC2)C1=O	-8	-4	2.3	1	10	-5	-1	1	10	3
O=C(O)c1cc(N/N=C/c2ccc3c(c2)OCO3)ccc1Cl	12	10	-6.0	0	-2	7	6	0	8	0
O=C1CN(C(=O)COC(=O)c2cc(Cl)ccc2[N+](=O)[O-])c2ccccc2N1	2	1	0.5	0	-4	-5	-3	-2	8	-2
FC(F)(F)c1cc(Cc2nc3ccccc3n2C(CCc2ccccc2)c2nc3ccccc3[nH]2)cc(C(F)(F)F)c1 (configuration not stated)	4	-4	0.0	-22	1	-6	4	-4	.	-21
CC(C)Cn1cnc2c(=O)oc3ccccc3c21	1	2	-0.4	3	-1	-7	-2	1	-1	-6
COc1ccccc1C(=O)Nc1ccnn1C1CCN(Cc2cnc(N(C)C)s2)CC1	-9	1	0.0	-4	10	-1	2	1	5	-1
CCCC/C=C/C(NC(=O)CCc1ccccc1)c1ccccc1 (configuration not stated)	-8	-2	-2.4	-2	8	-9	-6	0	-25	-3
O=C1C(=O)N(CCO)C(c2cccc(F)c2)/C1=C(\O)c1ccc(Cl)cc1 (configuration not stated)	3	-5	0.2	1	-9	12	0	2	-3	5
COCCn1c(N)c(N(Cc2ccccc2)C(=O)c2ccc(C#N)cc2)c(=O)[nH]c1=O	-2	2	-0.6	0	2	-4	2	2	8	-3
CN(C)CCN(Cc1ccccc1)C(c1ccnc2ccccc12)c1nnnn1-c1ccc2c(c1)OCCO2 (configuration not stated)	1	5	-0.6	-15	4	-9	0	-1	.	-11
O=C(c1cccs1)N1CCCN(c2ncnc3scc(-c4ccccc4)c23)CC1	-6	-1	-0.3	-3	-4	0	-3	3	-1	-2
CSCCNCc1c(C(=O)N2CCOCC2)nc2c(C)cccn12	-3	6	1.1	-4	-2	-5	1	-3	-2	4
O=c1cc(O)c2ccccc2[nH]1	1	-8	-1.9	4	-9	-7	3	-1	4	-4
COc1ccc(S(=O)(=O)N2CCCC(C(=O)NCCCn3ccnc3)C2)cc1OC (configuration not stated)	-2	-1	-2.7	1	-7	6	-3	-1	4	0
O=C(Cn1cnc2cc([N+](=O)[O-])ccc2c1=O)N(Cc1ccccc1)C1CCS(=O)(=O)C1 (configuration not stated)	6	3	-1.4	-1	2	4	-4	0	5	-1
CCC(C)NC(=O)c1ccc(CNS(=O)(=O)c2ccc3c(c2)C(C)(C)C(=O)N3C)cc1 (configuration not stated)	3	-1	1.1	2	-1	-13	-7	2	-5	5
CCCOc1ccccc1/C=C(\C#N)C(=O)Nc1cccnc1	-2	3	-1.4	3	14	0	-7	-1	1	-11
COC(=O)c1c(-c2ccc(OC)cc2)c2c(c3c4ccccc4n(S(=O)(=O)c4ccc(C)cc4)c13)C(=O)N(C)C2	15	0	0.2	3	2	6	-1	-7	.	-2
CC(=O)Nc1c(C(N)=O)oc2ccc(Cl)cc12	-4	-5	1.6	6	4	0	-4	-1	3	1
CCOc1ncccc1C(=O)OCC(=O)N(CC(C)C)C1CCS(=O)(=O)C1 (configuration not stated)	-3	-5	1.0	3	-9	13	-6	-2	10	-5
CCN(c1ccccc1C(=O)O)S(=O)(=O)c1cccc2nsnc12	2	-2	-2.0	-4	8	4	-2	-2	-1	-2
COc1cc(-c2nn3c(C4CCCCC4)nnc3s2)cc(OC)c1OC	2	-21	1.7	12	3	12	2	-1	0	13
Cc1cccc(NC(=O)C2COc3ccccc3O2)c1 (configuration not stated)	-4	-4	0.4	-3	-8	-3	2	1	-8	-7
COc1ccc(NC(=O)C2(C)CCN2C(=O)Cc2ccccc2)cc1OC (configuration not stated)	0	1	-0.9	-1	12	0	-8	-1	.	0

Next records follow.
SMILES	rCAG RNA binder	mABHD4 FP	PG9 Ab binder	GC-A act	ARFGAP1 inhibitor	ASAP1 GAP inh	NR1D1 modulator	SMARCA2 activ	HTRA1 inhibitor	NPR2 activator
CC1Cc2ccccc2N1C(=O)CN1CCC(C(N)=O)CC1 (configuration not stated)	-3	7	-0.5	-3	2	3	2	-4	0	-4
C[C@H](CO)N1C[C@H](C)[C@@H](CN(C)S(=O)(=O)c2ccccc2)OCCCC[C@H](C)Oc2ccc(NC(=O)CCC(F)(F)F)cc2C1=O	4	-1	-1.4	-1	-3	0	-1	0	-3	5
CCOc1ccc(N/C(N)=N/c2nc(CSc3nnc(C)s3)cc(=O)[nH]2)cc1	0	1	-1.0	6	-2	-4	-3	-2	-4	4
CC(C)(C)C(=O)C(CO)(Oc1ccc(Cl)cc1)n1cncn1 (configuration not stated)	0	1	-0.7	1	8	-5	-2	0	3	-3
CCc1nc(NCCCN2CCOCC2)c2oc3ccccc3c2n1	0	4	-1.1	0	-8	-6	10	0	4	-10
CSc1ccccc1NC(=O)Cn1nc([N+](=O)[O-])c(Cl)c1C	3	2	-1.9	0	-11	-5	1	-1	1	5
COc1ccc2c(c1)c(C(=O)CN1CCCCC1)c(C)n2C	-1	1	-2.8	-2	5	2	4	2	10	-4
COc1ccc(NC2=NCC(=O)N2c2ccccc2F)c(OC)c1	0	7	1.3	3	14	2	-1	1	3	3
COC(=O)c1cc(-c2ccc(C)c3ccccc23)c(=O)n2c1CCC2	1	-5	.	0	.	.	-2	0	.	0
Nc1ccccc1SCc1cn2ccccc2n1	-2	4	1.1	-2	-8	-8	1	3	3	-3
O=C(CN1C(=O)COc2ccccc21)NCCCN1CCCC1	-1	6	-0.5	-2	18	16	0	2	0	4
Cc1ccc(NC(=O)CN(C)Cc2c(O)ccc3ccccc23)cc1	1	5	1.3	-3	0	-15	1	-2	.	0
CC1=CCC(C(=O)O)C(C(=O)Nc2cccnc2)C1 (configuration not stated)	-1	5	-0.5	-2	4	4	-2	-2	-5	3
CC(=O)c1c(C(C)=O)c(C)n(NC(=O)c2ccccc2Cl)c1C	1	3	-1.4	-3	6	-4	5	-1	-3	12
Cc1ccc(NC(=S)NCc2cccs2)c(C)c1	1	-1	-0.4	0	-4	13	11	10*	-7	4
Cc1cccc(C)c1OCC(=O)NCc1ccccc1	-3	-1	-0.4	-4	-1	0	-5	1	-3	2
CC(=O)OC(C(=O)NCc1ccc(F)cc1)c1ccccn1 (configuration not stated)	0	-3	0.6	5	-3	4	-5	0	-2	4
COc1cccc(CN2CCC(Oc3ccc(C(=O)N4CCCCC4)cc3)CC2)c1	-7	-4	-1.9	-3	-2	-1	0	-3	2	2
COC(=O)CSc1snnc1-c1ccc(F)cc1	2	-12	-1.1	-2	-5	-23	2	-2	-3	-3
CCOC(=O)c1[nH]c2ccc(OC)cc2c1NC(=O)C(C)N1CCSCC1 (configuration not stated)	1	-4	-0.2	-4	5	19	-4	0	.	8
COc1ccc2cc(S(=O)(=O)N3CCN(C)CC3)ccc2c1	-3	7	1.0	-2	4	6	3	-2	7	8
O=C(Nc1ccc(F)cc1F)c1cc(=O)n(-c2ccccc2)c(=O)[nH]1	-1	3	-1.2	-5	-4	-5	-3	-3	3	-3
CSc1ccc(/C=C(/NC(=O)c2ccco2)C(=O)N2CCCCC2)cc1	-7	4	1.2	0	13	5	0	-2	5	0
COCCNC(=O)CSc1nc(-c2ccccc2)cs1	-5	2	0.6	4	12	-11	-2	0	4	5
COc1ccc(CC(=O)N2CCC3(CC2)NCCc2[nH]cnc23)cc1	-3	-1	1.4	4	-12	-7	5	-1	0	4
CCC(=O)N1CCC1(C)C(=O)Nc1ccc2c(c1)OCO2 (configuration not stated)	1	3	-1.1	5	12	-3	-4	0	.	1
CCOC(=O)CNC(=O)CSc1nc(C(C)C)nc2c1cnn2-c1ccccc1	2	2	8.6*	-4	3	10	-1	-8	-7	-4
CC(C)CNS(=O)(=O)c1ccc(S(=O)(=O)N2CCN(C3CCCC3)CC2)cc1	0	3	1.1	-3	-1	-3	5	-1	-2	3

Entries listed so far with a COOH group (three):
SMILES	rCAG RNA binder	mABHD4 FP	PG9 Ab binder	GC-A act	ARFGAP1 inhibitor	ASAP1 GAP inh	NR1D1 modulator	SMARCA2 activ	HTRA1 inhibitor	NPR2 activator
O=C(O)c1cc(N/N=C/c2ccc3c(c2)OCO3)ccc1Cl	12	10	-6.0	0	-2	7	6	0	8	0
CCN(c1ccccc1C(=O)O)S(=O)(=O)c1cccc2nsnc12	2	-2	-2.0	-4	8	4	-2	-2	-1	-2
CC1=CCC(C(=O)O)C(C(=O)Nc2cccnc2)C1 (configuration not stated)	-1	5	-0.5	-2	4	4	-2	-2	-5	3

Grouped by structure: those above with a thiophene ring, fused or not.
SMILES	rCAG RNA binder	mABHD4 FP	PG9 Ab binder	GC-A act	ARFGAP1 inhibitor	ASAP1 GAP inh	NR1D1 modulator	SMARCA2 activ	HTRA1 inhibitor	NPR2 activator
O=C(c1cccs1)N1CCCN(c2ncnc3scc(-c4ccccc4)c23)CC1	-6	-1	-0.3	-3	-4	0	-3	3	-1	-2
Cc1ccc(NC(=S)NCc2cccs2)c(C)c1	1	-1	-0.4	0	-4	13	11	10*	-7	4
